# Compound activity: PubChem BioAssay, MTDP
# RNase H inhibition = RNase H inhibition, HIV 1 Gag Pol polyprotein, FRET biochemical assay, screening (AID 372); HIV-1 RT RNase H, FRET RNA/DNA substrate fluorescence; higher % means a stronger effect; one-dose inhibition, % at 10 µM; IC50 in µM for titrated hits; 0.77% of 100,000 active; in the data active = inhibition above about 50%
# * = called active by the depositor. Some of the compounds tested; rates above refer to the full screens.
SMILES,RNase H inhibition
Cc1ccc(C(NC(N)=O)c2ccccc2)cc1C (stereo not drawn),10.0%
Cc1cc(C)cc(NC(=O)c2ccccc2Br)c1,22.0%
COC(=O)c1ccc(/C=N/NC(=O)c2n[nH]c3c2CCC3)cc1,4.0%
CCCOc1ccc([N+](=O)[O-])cc1C1NC(=S)NC(C)=C1C(=O)OC (stereo not drawn),6.0%
C=CCn1c(=O)c(C(=O)NCc2ccccc2)c(O)c2ccccc21,1.0%
COC(=O)C(c1ccccc1)c1ccccc1,6.0%
Clc1ccc(-c2nc3ncc(Cl)cc3[nH]2)cc1,13.0%
Cc1ccc(OC(=O)c2ccccc2Cl)cc1C,10.0%
O=C(c1ccc(F)cc1)N1CCN(S(=O)(=O)c2ccc(Cl)cc2)CC1,1.0%
N#C/C(=C\c1ccc(-c2ccc(Cl)cc2[N+](=O)[O-])o1)C(=O)NC1CCCCC1,14.0%
CCOC(=O)C1CCCN(S(=O)(=O)c2ccc(F)cc2)C1 (stereo not drawn),15.0%
O=C(Nc1ccc2c(c1)OCO2)c1cc([N+](=O)[O-])ccc1Cl,16.0%
CCCC1=NN(C(=O)Cc2ccc([N+](=O)[O-])cc2)C(O)(C(F)(F)F)C1 (stereo not drawn),31.0%
CCN(CC)c1ccc(/C=C2/C(=O)NN(c3ccc(Br)cc3)C2=O)c(O)c1,8.0%
O=c1c([N+](=O)[O-])c(N2CCCCC2)c2ccccc2n1-c1ccccc1,4.0%
O=C(CSc1nc2ccccc2[nH]1)N1c2ccccc2Sc2ccccc21,33.0%
O=C(CN(c1cccc([N+](=O)[O-])c1)S(=O)(=O)c1ccccc1)NCc1ccco1,0.0%
Cc1ccc(C(=O)N2CCN(C(=O)c3ccccc3)C2c2ccc(N(C)C)cc2)cc1 (stereo not drawn),4.0%
Cc1ccc(S(=O)(=O)Oc2ccccc2C(=S)N2CCOCC2)cc1,9.0%
C=CCNC(=O)C(=O)N/N=C/c1ccccc1,2.0%
O=C(Cc1ccc(Cl)cc1)Nc1ccc(Cl)c(-c2nc3ccccc3s2)c1,18.0%
O=C(c1cc([N+](=O)[O-])cc([N+](=O)[O-])c1)N1c2ccccc2CCc2ccccc21,13.0%
CCOC(=O)C1(C)C=C(Nc2cccc(C)c2)C(=O)N1c1ccccc1 (stereo not drawn),18.0%
COc1ccc(/C=C2\SC(=S)N(CCC(=O)Nc3cc(C)on3)C2=O)cc1OC,7.0%
CCCCNCCCCCOc1cccc(C)c1,1.0%
# Carrying on:
SMILES,RNase H inhibition
C=CCN1C(=O)/C(=C/c2cc(C)n(-c3cccc(C(=O)O)c3)c2C)C(=O)NC1=S,20.0%
CCN(CC)CCN1C(=O)C(O)=C(C(=O)/C=C/c2ccccc2)C1c1cccc(F)c1 (stereo not drawn),4.0%
O=C(Nc1ccccc1C(=O)c1ccccc1)c1ccccc1,0.0%
N#CC1=C(N)OC2=C(C(=O)CCC2)C1c1ccc(Br)s1 (stereo not drawn),10.0%
C=CCNC(=O)CN(c1ccc(Cl)cc1)S(=O)(=O)c1ccc(C)cc1,8.0%
COc1ccccc1NC(=O)CC1CCCCC1,4.0%
C/C(=N\NC(=O)c1ccccn1)c1ccc(F)cc1,8.0%
Cc1cccc(N2CCN(C(=O)/C=C/c3cccc([N+](=O)[O-])c3)CC2)c1C,23.0%
Cc1nn(-c2ccccc2)c2c1C(c1ccc(O)cc1)C(C#N)=C(N)O2 (stereo not drawn),3.0%
Cc1cc(C)c2oc(-c3cccc(NC(=S)NC(=O)c4ccc(F)cc4)c3)nc2c1,12.0%
CCOC(=O)N1CCN(C(=O)CCCN2C(=O)/C(=C\c3cccs3)SC2=S)CC1,16.0%
COc1cc([N+](=O)[O-])cc(/C=N/Nc2nc3ccccc3[nH]2)c1O,3.0%
CCCc1c(C)c2ccccc2[nH]c1=O,17.0%
CCOC(=O)c1ccc(NS(=O)(=O)c2ccc(NC(C)=O)cc2)cc1,0.0%
CCCCSc1nnc2c(n1)OC(c1ccc(OC(C)C)cc1)N(C(C)=O)c1ccccc1-2 (stereo not drawn),6.0%
CCCCc1ccc(NS(=O)(=O)c2ccc(F)cc2)cc1,0.0%
Cc1ccsc1CN1CCCN(C)CC1,4.0%
O=[N+]([O-])c1ccc(Cl)c(C=Nc2ccc(Cl)c(Cl)c2)c1,11.0%
COC(=O)C1=C(C)N(c2cc(C)cc(C)c2)/C(=C\c2sccc2C)C1=O,22.0%
O=C(Nc1ccc2oc(-c3ccc4ccccc4c3)nc2c1)c1cc([N+](=O)[O-])ccc1Cl,49.0%
Cc1ccc2[nH]c3nc(N/N=C/c4c5ccccc5cc5ccccc45)nnc3c2c1,15.0%
CCN(CC)CCN1C(=O)C(=O)/C(=C(\O)c2ccc([N+](=O)[O-])cc2)C1c1ccccc1F (stereo not drawn),3.0%
O=C(CCN1C(=O)/C(=C\c2ccc(Cl)cc2)SC1=S)Nc1ccc(C(=O)O)cc1,11.0%
O=C(N/N=C/c1cc(Cl)ccc1O)C(O)(c1ccccc1)c1ccccc1,13.0%
O=C1C2CC3CC1CC(C(=O)O)(C3)C2,14.0%

# In the list so far, 2 have a furan ring, fused or not:
SMILES,RNase H inhibition
N#C/C(=C\c1ccc(-c2ccc(Cl)cc2[N+](=O)[O-])o1)C(=O)NC1CCCCC1,14.0%
O=C(CN(c1cccc([N+](=O)[O-])c1)S(=O)(=O)c1ccccc1)NCc1ccco1,0.0%

# Remaining list, next part:
SMILES,RNase H inhibition
Cc1cccc(OCCCN2CCCC2)c1,1.0%
Cc1cc(C)n(C(=O)c2cc([N+](=O)[O-])ccc2Cl)n1,11.0%
C=CCN1C(=O)/C(=C\c2ccc(O)c(OCC)c2)C(=O)NC1=S,11.0%
CC(=O)Nc1ccccc1NS(=O)(=O)c1ccc(Cl)cc1,7.0%
O=C(CSC1=NCCS1)c1ccc(Cl)cc1,20.0%
O=C(CN1C(=O)c2ccccc2C1=O)N1CCN(Cc2ccccc2)CC1,2.0%
Cc1c(NC(=O)C(C(=O)Nc2c(C)n(C)n(-c3ccccc3)c2=O)C23CC4CC(CC(C4)C2)C3)c(=O)n(-c2ccccc2)n1C,6.0%
O=C1NC(=O)C(=Cc2ccc(Cl)c([N+](=O)[O-])c2)C(=O)N1,8.0%
COc1ccccc1C(=O)Nc1nnc(C(C)(C)C)s1,3.0%
CCOc1ccc(C(C)=O)cc1CC(C(N)=O)C(N)=O,5.0%
CC(NC(=O)Nc1ccc(Cl)c(Cl)c1)c1ccccc1 (stereo not drawn),7.0%
NS(=O)(=O)c1ccc(NC(=S)NC(=O)c2sc3cc(F)ccc3c2Cl)cc1,5.0%
COC(=O)c1ccc(NC(=O)CC2Nc3ccccc3NC2=O)cc1 (stereo not drawn),10.0%
Cc1cc2ncn(C(=O)c3ccc(-c4ccccc4)cc3)c2cc1C,5.0%
COc1ccc(NC(=O)CN(c2ccc(Cl)cc2)S(C)(=O)=O)c(OC)c1,0.0%
O=C(N/N=C\c1cc([N+](=O)[O-])ccc1Cl)c1ccc(=O)[nH]n1,1.0%
NS(=O)(=O)c1ccc(NC(=O)CN2CC(=O)NC(=O)C2)cc1,8.0%
Cc1ccc(C2CC(C(F)(F)F)n3nc(C(=O)N(Cc4ccccc4)Cc4ccccc4)cc3N2)cc1 (stereo not drawn),0.0%
COc1ccc(O)c(C(=O)CC(=O)c2ccccc2Cl)c1,10.0%
COc1ccc(CC(=O)NNC(=O)c2ccc(OC)cc2)cc1,2.0%
CC(=O)OC/C=C(\C)CC/C=C(\C)CCC=C(C)C,14.0%
Cc1ccc(SC2CC(=O)N(c3ccccc3C(F)(F)F)C2=O)cc1 (stereo not drawn),0.0%
O=C(/C=C/c1ccc([N+](=O)[O-])cc1)C1C(=O)c2ccccc2C1=O,0.0%
O=C(Nc1cccc(C(F)(F)F)c1)c1cc2ccccc2oc1=O,0.0%
NC1=NC(=O)/C(=C/c2ccc3c(c2)OCO3)S1,3.0%

# Some values from the list:
# CC(NC(=O)Nc1ccc(Cl)c(Cl)c1)c1ccccc1 (stereo not drawn) | RNase H inhibition = 7.0%
# O=C(Nc1cccc(C(F)(F)F)c1)c1cc2ccccc2oc1=O | RNase H inhibition = 0.0%
# COc1ccc(NC(=O)CN(c2ccc(Cl)cc2)S(C)(=O)=O)c(OC)c1 | RNase H inhibition = 0.0%
# COc1ccc(CC(=O)NNC(=O)c2ccc(OC)cc2)cc1 | RNase H inhibition = 2.0%
# COC(=O)c1ccc(NC(=O)CC2Nc3ccccc3NC2=O)cc1 (stereo not drawn) | RNase H inhibition = 10.0%

# Ordered by formula weight (falling): some entries from above
SMILES,RNase H inhibition
COC(=O)C1=C(C)N(c2cc(C)cc(C)c2)/C(=C\c2sccc2C)C1=O,22.0%
COc1ccccc1C(=O)Nc1nnc(C(C)(C)C)s1,3.0%
NC1=NC(=O)/C(=C/c2ccc3c(c2)OCO3)S1,3.0%

# New compounds follow:
SMILES,RNase H inhibition
C=CCSc1nc2ccccc2n1C(=O)c1ccc2c(c1)OCO2,6.0%
NC(=O)C1CCN(C(=O)c2ccccc2F)CC1,3.0%
CCOc1cc(/C=C(\C#N)C(=O)NC(C)c2ccccc2)cc(Br)c1O (stereo not drawn),25.0%
C=CCN1C(=O)NC(=O)/C(=C\c2ccc(N3CCCC3)cc2)C1=O,28.0%
O=C(COC(=O)c1ccc2c(c1)C(=O)N(c1ccc(Cl)cc1)C2=O)c1ccc(Br)cc1,0.0%
Cc1cc(-c2ccccc2)nc2cc(C(=O)Nc3ccc(F)cc3F)nn12,9.0%
Cc1cc2c(cc1C)NC(c1ccc(OC(F)(F)F)cc1)C1=C(CC(C)(C)CC1=O)N2 (stereo not drawn),17.0%
COC(=O)c1ccc(-c2ccc(C=C3C(=O)N(C)C(=S)N(C)C3=O)o2)cc1,33.0%
Cc1ccc(C(=O)Nc2ccc(NC(=O)c3cccc(Br)c3)cc2)cc1,10.0%
CCc1nnc(NC(=O)C2CCCO2)s1 (stereo not drawn),2.0%
O=C(Nc1cccc(C(=O)Nc2cccc(Cl)c2)c1)c1ccc(F)cc1,6.0%
COc1ccc(CNC(=O)Cn2nc(C)c([N+](=O)[O-])c2C)cc1,4.0%
Cc1cc(C)c(OCCN2CCOCC2)c(Cl)c1,7.0%
CC(NC(=O)C(=O)NC(C)C1COc2ccccc2O1)C1COc2ccccc2O1 (stereo not drawn),8.0%
Cc1ccc(C(=O)C(NC(=O)c2ccco2)Nc2ccccc2Cl)cc1 (stereo not drawn),24.0%
C=CCNc1nc(-c2ccc(Cl)cc2)cs1,0.0%
COc1ccc(CN=Cc2c(O)n(-c3ccc(OC)cc3)c(=O)[nH]c2=O)cc1,0.0%
COc1ccc(-n2c(=S)[nH]c3c(c2=O)C2(CCCC2)Cc2ccccc2-3)cc1,10.0%
COc1ccc(/C=C(/NC(=O)c2ccc(C)cc2)C(=O)NC(C)C)cc1,9.0%
CCCN(CCC)C(=O)c1cccc(Cl)c1,0.0%
COc1ccc(NC(=O)c2cc(OC)c(OC)c(OC)c2)c([N+](=O)[O-])c1,11.0%
COc1cc(C(=O)Nc2ccccc2Cl)ccc1OCc1ccc(Cl)cc1,4.0%
COc1ccc(OC)c(/C=N/NC(=O)C(=O)Nc2ccc(OC)cc2OC)c1,10.0%
Cc1ccc(-c2n[nH]c(=S)n2N=Cc2ccc(C)s2)cc1,21.0%
COc1ccc(/C(=N/O)C(C)(C)NO)cc1,4.0%
# Next section
SMILES,RNase H inhibition
O=C(Nc1ccc(Cl)c(Cl)c1)Nc1ccccc1Cl,15.0%
O=C(COc1ccccc1)Nc1ccc(Br)cn1,10.0%
Nc1c(C=C2C=CC(=O)C=C2)c(=O)nc2sc(-c3ccccc3Cl)nn12,0.0%
O=C(Cc1cccc2ccccc12)N/N=C/c1ccccc1[N+](=O)[O-],15.0%
CC1=C(C(=O)OCC(C)C)C(c2ccccc2OC(C)C)C2=C(CC(c3ccc(Cl)cc3)CC2=O)N1 (stereo not drawn),17.0%
N=C1/C(=C/c2ccc(-c3ccccc3[N+](=O)[O-])o2)C(=O)N=C2SC(c3ccccc3)=NN12,22.0%
Cc1ccc(SCc2nnc(NC(=O)Nc3ccc(Cl)cc3Cl)s2)cc1,23.0%
CCOC(=O)C1=C(C)N=c2s/c(=C\c3cc(Br)c(OCc4ccccc4)c(Br)c3)c(=O)n2C1c1ccccc1 (stereo not drawn),11.0%
CCOC(=O)C1=C(C)N=c2s/c(=C\c3ccc(C)c(OC)c3)c(=O)n2C1c1ccc(Cl)cc1 (stereo not drawn),13.0%
CCc1ccc2[nH]c(O)c(N=NC(=O)/C(=C/c3cc(OC)ccc3OC)NC(=O)c3ccccc3)c2c1,9.0%
CCc1ccc(-n2c(C)cc(/C=C(/C#N)C(=O)N3CCOCC3)c2C)cc1,6.0%
CC(NS(=O)(=O)c1ccc2c(c1)OCCO2)C(=O)O (stereo not drawn),0.0%
Cc1cc2nn(-c3ccccc3)nc2cc1NC(=O)c1ccc(C(C)(C)C)cc1,34.0%
Cc1ccc(/C=C2/SC(=S)N(CCCC(=O)Nc3ccc(Br)cc3)C2=O)cc1,27.0%
COc1ccc(-c2n[nH]c(=S)n2-c2ccccc2)cc1,0.0%
CCOC(=O)C1=C(C)N=c2s/c(=C\c3ccc(OCc4ccc(Cl)cc4)c(OC)c3)c(=O)n2C1c1ccc(OC)cc1 (stereo not drawn),0.0%
COc1ccc(OC)c(NS(=O)(=O)Cc2ccccc2)c1,7.0%
COc1ccc(N(C(C)C(=O)NN=C2CCN(C)CC2)S(C)(=O)=O)cc1 (stereo not drawn),11.0%
O=P(CCCCP(=O)(Cc1ccccc1)Cc1ccccc1)(Cc1ccccc1)Cc1ccccc1,0.0%
NC(=O)C(F)(Cl)c1c(F)c(F)c(F)c(-c2ccccc2)c1-c1ccccc1 (stereo not drawn),18.0%
O=S(=O)(Nc1ccc2c(c1)OCO2)c1ccc2ccccc2c1,9.0%
O=C(c1ccc(F)c(F)c1)N1CCN(c2cc(N3CCCC3)c(F)cc2[N+](=O)[O-])CC1,15.0%
NNc1nc(-c2ccccc2)c2cc(Br)ccc2n1,12.0%
N#CC(C#N)=Cc1ccc(-c2ccc3c(c2)COC3=O)o1,7.0%
O=C(COc1ccccc1[N+](=O)[O-])Nc1cccc(Cl)c1Cl,1.0%
CCOC(=O)Cc1nnc2c(NC(C)C)nc3nonc3n12,13.0%
Cc1ccc(C(=O)N2CCN(c3ccc([N+](=O)[O-])cc3)CC2)cc1C,12.0%
